# Bioassay records deposited in PubChem BioAssay by National Center for Advancing Translational Sciences (NCATS).
# S3 lipid droplet = qHTS Assay for Lipid Storage Modulators in Drosophila S3 Cells | Drosophila S3 cells, BODIPY lipid droplet fluorescence, 18-24 h; cells fed with added oleic acid | lipid storage change, negative = inhibition, % at the top dose, mostly 46.1 µM; hits show Potency in µM | 0.64% of 320,000 active | AID 2685, 2010; active = well fitted inhibition curve with a large enough effect in the signal ratio, with a control signal flat, not every such curve was filed as active; inconclusive = small, poorly fitted or top-dose-only effect, or effect the other way, or a change in a side signal; the % refers to the signal ratio
#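 Drosophila S3 cells loaded with oleic acid (400 uM, as added) and compounds at several concentrations; lipid droplets imaged by 488-nm laser-scanning cytometry, 500–530 nm intensity and object ratio to cell channel. Percent activity normalized to 20 uM Triacsin C.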
# S3 lipid droplet cell count max = further read-out of S3 lipid droplet, marked with its call; cell number change, %; measured here: cell count max response;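 cells counted by Cell Tracker Red CMTPX staining in the red channel; peak over a dose series mostly up to 46.1 µM; percent activity relative to internal control wells on each plate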
# Active calls of the source: *; i = inactive; u = inconclusive; x = no result given; [ ] = another dose, or the depositor's remark. % is scaled to controls: 0 for no effect and ±100 for the full control effect; potency is read from the fitted curve at half-maximal effect. Not all compounds are listed, so the mix of outcomes need not match the whole.
# Start of the data: the first 5 compounds, to show the layout:
[1] Cc1ccc(CN2CCN(/N=C/c3ccc(C)s3)CC2)cc1
[2] CC(C)CCN(CCC(C)C)C(CO)(CO)CO
[3] C[C@@H](NC(=O)c1nc[nH]c1C(=O)N[C@@H](Cc1ccccc1)C(=O)OCc1ccccc1)c1ccccc1
[4] CCOC(=O)c1cc2c(=O)n3cccc(C)c3nc2n(CCOC)c1=NC(C)=O
[5] CN(Cc1ccccc1)C(=O)COC(=O)C1CCN(S(=O)(=O)c2cccs2)CC1

Screen / compound no.	1	2	3	4	5
S3 lipid droplet	u	23%	-1%	-2%	u
S3 lipid droplet cell count max	x	8	-24	15	x

# Main list, from the first entry:
[1] Cc1ccc(CN2CCN(/N=C/c3ccc(C)s3)CC2)cc1
[2] CC(C)CCN(CCC(C)C)C(CO)(CO)CO
[3] C[C@@H](NC(=O)c1nc[nH]c1C(=O)N[C@@H](Cc1ccccc1)C(=O)OCc1ccccc1)c1ccccc1
[4] CCOC(=O)c1cc2c(=O)n3cccc(C)c3nc2n(CCOC)c1=NC(C)=O
[5] CN(Cc1ccccc1)C(=O)COC(=O)C1CCN(S(=O)(=O)c2cccs2)CC1

Screen / compound no.	1	2	3	4	5
S3 lipid droplet	u	23%	-1%	-2%	u
S3 lipid droplet cell count max	x	8	-24	15	x

[6] CCc1cc2ccccc2nc1SCC(=O)N1CCN(C(=O)c2ccco2)CC1
[7] COCC(=O)Nc1ccc(S(=O)(=O)Nc2nccs2)cc1
[8] COC(=O)c1ccc(CNC(=O)COC(=O)C23CC4CC(CC(C4)C2)C3)cc1
[9] O=C(NCCc1ccc(Cl)cc1)C1CC(=O)N(C2CCCC2)C1 (stereo unspecified)
[10] O=C(O)/C=C/c1ccc(S(=O)(=O)NCc2cccnc2)cc1

Screen / compound no.	6	7	8	9	10
S3 lipid droplet	u	u	6%	i	5%
S3 lipid droplet cell count max	x	x	0	22	23

[11] CC1CCN(Cc2cc(=O)oc3ccc4ccccc4c23)CC1
[12] CCN(CC(=O)NCc1cccs1)C(=O)CCC(=O)c1ccc(F)cc1
[13] O=c1[nH]nc(Sc2ncnc3sccc23)n1CCc1ccccc1
[14] N#CC(C#N)=C(Nc1ccc(F)cc1)SCc1cccc(F)c1
[15] Cc1ccc(NC(=O)O/N=C/c2c(C)nn(C(C)(C)C)c2C)cc1Cl

Screen / compound no.	11	12	13	14	15
S3 lipid droplet	9%	-2%	25%	u	-3%
S3 lipid droplet cell count max	17	-4	-25	x	-9

[16] Cc1c(Cl)cccc1NC(=O)CC(Cc1ccccc1)C(=O)O (stereo unspecified)
[17] CS(=O)(=O)NCC(c1cccnc1)N1CCN(c2ccccc2F)CC1 (stereo unspecified)
[18] CN1CCc2nc(SCCOc3ccccc3)c(C#N)cc2C1
[19] O=C(O)c1ccc(NC(=O)c2cn(-c3ccccc3)nc2-c2ccccc2)cc1
[20] CSc1ccc(CCNC(=O)c2ccc(CS(=O)Cc3ccc(Cl)cc3)o2)cc1 (stereo unspecified)

Screen / compound no.	16	17	18	19	20
S3 lipid droplet	i	u	u	u	u
S3 lipid droplet cell count max	x	x	x	x	x

[21] COc1ccc(NC(=O)Nc2nc3ccccc3s2)cc1
[22] Cn1c(=O)c2c(ncn2CC(=O)Nc2cccc(S(=O)(=O)Nc3ccccc3F)c2)n(C)c1=O
[23] O=C(NCCCn1ccnc1)/C(=C\c1ccc(Br)cc1)NC(=O)c1ccccc1
[24] CCOC(=O)c1ccccc1OC(=O)CS(=O)c1ccccc1[N+](=O)[O-] (stereo unspecified)
[25] CC(C)C(NC(=O)c1ccccc1F)C(=O)NCCc1ccccn1 (stereo unspecified)

Screen / compound no.	21	22	23	24	25
S3 lipid droplet	u	u	2%	i	u
S3 lipid droplet cell count max	x	x	6	-21	x

[26] CCCCN(C(=O)c1ccc2c(c1)OCCO2)c1c(N)n(CCCC)c(=O)[nH]c1=O
[27] Cc1nn(Cc2ccccc2Cl)c(C)c1NC(=O)Cn1nc([N+](=O)[O-])c(Cl)c1C
[28] CC(C)[C@H](NC(=O)N1CCn2c1nc1ccccc12)C(=O)NCCc1ccccc1
[29] CC(=O)Nc1ccc(S(=O)(=O)NNC(=O)c2ccc(C)cc2)cc1
[30] COc1cccc(-c2nc(C(N)=O)c3[nH]c(=O)n(-c4ccccc4)c3n2)c1OC

Screen / compound no.	26	27	28	29	30
S3 lipid droplet	i[0.0737 µM]	u	i	u	i
S3 lipid droplet cell count max	-2	x	-12	x	x

[31] O=C1CCN(S(=O)(=O)c2ccccc2)CCN1CCOCc1ccc(F)cc1
[32] CC(C)(C)c1ccc(C(=O)CSc2ncn[nH]2)cc1
[33] O=C(c1ccco1)c1cn(CC(=O)N2CCCCC2)c2ccccc12
[34] O=C(c1ccco1)N1CCN(Cc2cc(=O)c(OCc3ccccc3F)co2)CC1
[35] N#CCCN(C(=O)CN1CCN(S(=O)(=O)c2ccc3c(c2)OCCO3)CC1)c1ccc(F)cc1

Screen / compound no.	31	32	33	34	35
S3 lipid droplet	7%	u	u	u	u
S3 lipid droplet cell count max	-6	x	x	x	x

# Given as labelled records: 4 of the compounds above.
13: O=c1[nH]nc(Sc2ncnc3sccc23)n1CCc1ccccc1
  S3 lipid droplet: 25%
  S3 lipid droplet cell count max: -25
20: CSc1ccc(CCNC(=O)c2ccc(CS(=O)Cc3ccc(Cl)cc3)o2)cc1 (stereo unspecified)
  S3 lipid droplet: u
  S3 lipid droplet cell count max: x
3: C[C@@H](NC(=O)c1nc[nH]c1C(=O)N[C@@H](Cc1ccccc1)C(=O)OCc1ccccc1)c1ccccc1
  S3 lipid droplet: -1%
  S3 lipid droplet cell count max: -24
16: Cc1c(Cl)cccc1NC(=O)CC(Cc1ccccc1)C(=O)O (stereo unspecified)
  S3 lipid droplet: i
  S3 lipid droplet cell count max: x

# (more compounds)
[36] COc1ccccc1N1CCN(C(=O)Cc2c(C(=O)O)[nH]c3ccc(Cl)cc23)CC1
[37] CC1C(=O)NC(=O)C1c1ccccc1 (stereo unspecified)
[38] O=C(c1cccs1)N(CC1CCCO1)c1nc(-c2ccccc2)cs1 (stereo unspecified)
[39] C=CCNc1nnc(SCC(=O)N2CCCCC2)c2ccccc12
[40] Cc1cccnc1NC(=O)C(C)N1C(=O)c2ccccc2C1=O (stereo unspecified)

Screen / compound no.	36	37	38	39	40
S3 lipid droplet	u	0%	19%	u	u
S3 lipid droplet cell count max	x	2	-16	x	x

[41] CCOC(=O)CSc1nnc(-c2cccc(Br)c2)o1
[42] Cc1sc2nc3c(C(=O)N4CCCC4)cc(C(=O)c4ccccc4O)cn3c(=O)c2c1C
[43] Cc1ccc(CN2CCNC(=O)C2CC(=O)N(C)CCc2cnn(C)c2)cc1 (stereo unspecified)
[44] CC(C)CC(NC(=O)CNC(=O)C1O[C@@H]2OC(C)(C)O[C@@H]2[C@H]2OC(C)(C)O[C@@H]12)C(=O)O (stereo partly specified)
[45] O=C(CN1C(=O)c2ccccc2S1(=O)=O)NC1CCCC1

Screen / compound no.	41	42	43	44	45
S3 lipid droplet	-12%	-3%	-6%	-16%	14%
S3 lipid droplet cell count max	-5	x	3	-15	22

[46] COc1ccc(C(=O)COC(=O)c2ccc3c(c2)NC(=O)CS3)c(OC)c1
[47] O=C(Cn1cccc1C(=O)c1ccccc1)NCc1ccccc1
[48] O=c1cc(NC2CCCCC2)c2ccccc2o1
[49] Cc1ccc(C2NC(=O)c3ccccc3O2)cc1 (stereo unspecified)
[50] O=C(Nc1ccccc1F)C1CCCN1S(=O)(=O)c1cccc2nsnc12 (stereo unspecified)

Screen / compound no.	46	47	48	49	50
S3 lipid droplet	u	u	u	u	i
S3 lipid droplet cell count max	x	x	x	x	-19

[51] Cc1[nH][nH]c(=O)c1N=Nc1ccccc1C#N
[52] Cc1ccc(C(=O)Nc2ccc3c(c2)OCO3)cc1Cl
[53] Cc1ccccc1NC(=O)CSc1nc2ccccc2c(=O)n1C
[54] COc1ccccc1N(Cc1cc(=O)[nH]c2ccccc12)C(C)=O
[55] COCCCNc1nc2c(-c3cccc(C)c3)nnn2c2ccc(Cl)cc12

Screen / compound no.	51	52	53	54	55
S3 lipid droplet	0%	u	u	u	u
S3 lipid droplet cell count max	-4	x	x	x	x

[56] CC1=C(C#N)C(NC(=O)c2ccco2)(C(F)(F)F)C(=O)N1 (stereo unspecified)
[57] O=C(CN1CCC2(CC1)OCCO2)c1c[nH]c2ccccc12
[58] O=C(Nc1sc2c(c1C(=O)NC1CC1)CCCCCC2)c1ccco1
[59] Cc1ccc([N+](=O)[O-])cc1N(CC(=O)NCC1CCCO1)S(C)(=O)=O (stereo unspecified)
[60] CC(C(=O)N1CCc2ccccc21)N1CCN(Cc2ccccc2)CC1 (stereo unspecified)

Screen / compound no.	56	57	58	59	60
S3 lipid droplet	u	26%	i	25%	u
S3 lipid droplet cell count max	x	0	x	14	x

[61] COC(=O)C1=C(C(=O)OC)[C@@H]2N(Cc3ccccc3)c3ccccc3[C@@]23C[C@@H](C(=O)OC)N(C(C)=O)C3=N1
[62] CC(C)C[C@@H]1NC(=O)[C@H](Cc2ccccc2)N(C)C(=O)[C@H](C)NC(=O)c2ccccc2NC(=O)[C@H](Cc2ccc(O)cc2)N(C)C1=O
[63] CCOC(=O)c1ccc(NC(=O)c2c(Cl)cc(C)nc2C)cc1
[64] CC(O)CNc1nc2ccccc2n1-c1ncnc2sc3c(c12)CCC3 (stereo unspecified)
[65] NC(=O)c1ccccc1NC(=O)CC12CC3CC(CC(Br)(C3)C1)C2

Screen / compound no.	61	62	63	64	65
S3 lipid droplet	u	-2%	u	u	u
S3 lipid droplet cell count max	x	1	x	x	x

[66] Cc1ccc(Cn2c(SCC(=O)N(C)C3CCS(=O)(=O)C3)nc3ccccc3c2=O)cc1 (stereo unspecified)
[67] OCC1(CCc2ccccc2)CCN(Cc2c(F)ccc(F)c2F)CC1
[68] Cc1ncc([N+](=O)[O-])n1Cc1ccccc1F
[69] COc1ccc(C2=NOC(C(=O)NCc3ccco3)C2)cc1 (stereo unspecified)
[70] CCN(CCO)C(=O)CC(c1ccccc1)c1cc(Br)ccc1O (stereo unspecified)

Screen / compound no.	66	67	68	69	70
S3 lipid droplet	u	12%	6%	i	-6%
S3 lipid droplet cell count max	x	-21	18	x	-4

[71] CCCCCc1nc2c(c3c1CCCC3)CCCC2
[72] O=C(Cn1cnc2c(nnn2-c2ccccc2)c1=O)NCc1ccco1
[73] CCN(C(=O)c1cc2c(s1)-c1ccccc1S(=O)(=O)C2)c1cc(OC)ccc1OC
[74] O=C(CNc1cc(S(=O)(=O)N2CCCC2)ccc1OCC(F)(F)F)Nc1cc(Cl)cc(Cl)c1
[75] CCOCCCN(C(=O)Cn1nnc(-c2ccc(C)o2)n1)C(C(=O)NC1CCCC1)c1ccc(C)o1 (stereo unspecified)

Screen / compound no.	71	72	73	74	75
S3 lipid droplet	u	i	7%	9%	u
S3 lipid droplet cell count max	x	x	19	-9	x

[76] N#Cc1ccccc1NC(=O)C(=O)NCC1CCCN1S(=O)(=O)c1cccs1 (stereo unspecified)
[77] COC(=O)c1sc(NC(=S)NC(=O)c2ccccc2)nc1C
[78] Cc1ccc(C)c(N2CCN(C(=O)Cn3ncn4cccc4c3=O)CC2)c1
[79] CCOCCCNCc1cc(Br)ccc1OCC
[80] O=C(Nc1ccccc1)C1(c2ccccc2)CC1(Cl)Cl (stereo unspecified)

Screen / compound no.	76	77	78	79	80
S3 lipid droplet	u	5%	i	-22%	3%
S3 lipid droplet cell count max	x	6	9	-6	10

[81] N#C/C(=C\c1ccc(C(=O)O)cc1)c1ccccn1
[82] CCc1cc(C(=O)Nc2ccc(OC)nc2)sc1C
[83] Nc1nnnn1/N=C/c1cccs1
[84] COc1cccc(/C=C/C(=O)OCC(=O)Nc2cccc(S(=O)(=O)N(C)C)c2)c1
[85] CC(=O)NC(Cc1c[nH]c2ccccc12)C(=O)NCCc1ccccc1 (stereo unspecified)

Screen / compound no.	81	82	83	84	85
S3 lipid droplet	u	u	23%	-1%	-1%
S3 lipid droplet cell count max	x	x	13	-17	20

[86] Nc1nonc1-n1nnc(C(=O)N/N=C/c2ccco2)c1-c1ccccc1
[87] CC(=O)N1N=C(c2ccccc2)CC1c1cn(C)c2ccccc12 (stereo unspecified)
[88] CCC(C(=O)NCCCN1CCN(CCCNC(=O)C(CC)c2ccccc2)CC1)c1ccccc1 (stereo unspecified)
[89] O=C1CSC(=Nc2ccc(Cl)cc2)N1
[90] Cc1ccc(C(=O)Nc2cc(-c3ccn[nH]3)c(C)n(N)c2=O)cc1

Screen / compound no.	86	87	88	89	90
S3 lipid droplet	u	u	-4%	u	u
S3 lipid droplet cell count max	x	x	1	x	x

[91] O=C(NCCc1c[nH]c2ccccc12)/C(=C\c1ccco1)NC(=O)c1ccco1
[92] COc1ccc(Cl)cc1NC(=O)COC(C)=O
[93] O=C(NC(=S)NNC(=O)c1ccco1)c1ccccc1
[94] Cn1c(CO)cnc1SCc1ccc(Cl)cc1
[95] COc1ccc(NC(=O)CN(Cc2ccccc2)S(C)(=O)=O)cc1
[96] O=C(OCc1nnc(-c2ccc([N+](=O)[O-])cc2)o1)C1CCN(C(=O)c2ccc(F)cc2)CC1
[97] CCOc1ccccc1NC(=O)c1ccc(OCC)c([N+](=O)[O-])c1

Screen / compound no.	91	92	93	94	95	96	97
S3 lipid droplet	u	u	u	-12%	u	-24%	u
S3 lipid droplet cell count max	x	x	x	-6	x	13	x
